Assay outcomes: PubChem, Sanford-Burnham Center for Chemical Genomics
A3A deaminase – blocks human APOBEC3A ssDNA deamination. inhibition, % at 20 µM. 330,000 compounds, 0.41% hits. AID 493011. P31941. recombinant A3A, FAM/TAMRA ssDNA deamination fluorescence;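 active = at least 40% inhibition at 20 µM here, with at most 30% in a related deaminase screen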;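 also: plate controls were A3A with DMSO for no effect and wells lacking A3A enzyme for full effect; some results filed as inactive read as strong as hits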
Target sequence (P31941 whole entry, looked up): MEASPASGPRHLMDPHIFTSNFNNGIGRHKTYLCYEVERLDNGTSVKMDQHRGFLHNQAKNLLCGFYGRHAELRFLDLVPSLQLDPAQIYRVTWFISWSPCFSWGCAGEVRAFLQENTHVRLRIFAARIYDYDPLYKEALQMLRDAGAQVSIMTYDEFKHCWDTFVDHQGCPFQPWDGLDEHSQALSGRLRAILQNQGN
hIAP block – blocks human intestinal alkaline phosphatase. purified IAP, CDP-Star luminescence, 30 min. inhibition, % at 10 µM. P09923. AID 2544. 330,000 compounds, 0.12% hits;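 active = inhibition reaching a set limit with compound at 10 µM in the primary screen, cut at about 35% in these data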;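 also: plate controls were DMSO wells with enzyme for no effect and no-enzyme buffer wells for full effect; values of inactives mirror those of a sister screen read the other way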
mIAP inh – blocks mouse intestinal alkaline phosphatase; purified mouse IAP, CDP-Star luminescence, 30 min; inhibition, % at 10 µM; 330,000 compounds, 0.2% hits; AID 2806;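 active = inhibition of at least 40% at 10 µM in the primary screen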;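 also: plate controls were DMSO with enzyme for no effect and no enzyme wells for full effect; values of inactives mirror those of a sister screen read the other way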
SENP1 FRET inh – blocks the human SENP1 SUMO protease catalytic domain; Q9P0U3; recombinant SENP1 catalytic domain, CyPet-SUMO1-YPet FRET cleavage; inhibition, % at 10 µM; 360,000 compounds, 0.21% hits; AID 624204;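 active = inhibition at least 30% at 10 µM, raw YFP signal under a set limit, fluorescence ratio 0.5 to 1.5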;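 also: 0% = enzyme with DMSO and 100% = no enzyme wells; some results filed as inactive read as strong as hits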
Target sequence (Q9P0U3 419-644 limits assumed): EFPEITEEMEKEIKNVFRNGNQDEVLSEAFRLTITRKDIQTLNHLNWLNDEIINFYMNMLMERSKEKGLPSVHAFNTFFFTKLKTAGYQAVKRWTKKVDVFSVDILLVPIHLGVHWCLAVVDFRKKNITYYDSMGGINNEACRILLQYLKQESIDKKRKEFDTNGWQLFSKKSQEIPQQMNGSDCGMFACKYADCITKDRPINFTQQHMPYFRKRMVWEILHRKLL
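Compound: 10 µM single point, 0.5% DMSO; Test system: hSENP1 catalytic domain, recombinant; Timing: 50 min reaction at room temperature; Technique: FRET, CFP and YFP emission; Control set: no-enzyme wells low, DMSO-plus-enzyme wells high control.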
APOBEC3G inh – APOBEC3G (human) deaminase inhibition | recombinant A3G, ssDNA deamination FAM/TAMRA fluorescence | Q9HC16 | 330,000 compounds, 0.28% hits | inhibition, % at 20 µM;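 active = inhibition of at least 40% at 20 µM, with no more than 30% in the related APOBEC3A deaminase screen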;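 also: plate controls were DMSO wells with A3G for no effect and wells lacking A3G enzyme for full effect; some compounds called inactive have numbers as strong as hits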
Target sequence (Q9HC16 whole entry, looked up): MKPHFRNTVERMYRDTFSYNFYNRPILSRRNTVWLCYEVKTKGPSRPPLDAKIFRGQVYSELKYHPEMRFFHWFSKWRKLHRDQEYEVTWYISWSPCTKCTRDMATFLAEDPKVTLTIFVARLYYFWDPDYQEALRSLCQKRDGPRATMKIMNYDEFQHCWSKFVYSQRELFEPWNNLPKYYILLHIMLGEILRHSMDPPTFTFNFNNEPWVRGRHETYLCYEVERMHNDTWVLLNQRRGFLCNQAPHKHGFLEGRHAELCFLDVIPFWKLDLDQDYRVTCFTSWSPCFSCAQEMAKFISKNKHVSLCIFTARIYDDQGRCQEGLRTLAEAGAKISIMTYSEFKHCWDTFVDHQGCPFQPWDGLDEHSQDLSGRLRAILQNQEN
NALP3 yeast inh – blocks the NALP3 inflammasome reconstituted in yeast; inhibition, % at 10 µM; 330,000 compounds, 0.39% hits; Yeast reconstituted NLRP3/ASC/caspase-1, beta-gal luminescence, 24 h;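 active = inhibition of 50% or more; inactive = inhibition below 50%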;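 also: plate controls were induced DMSO wells for no effect and uninduced yeast grown without galactose for full effect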
mIAP activ – mouse IAP activation. muIAP, CDP-Star luminescence, 30 min; stronger effect = higher value; 1 = vehicle-only enzyme signal, 0 = enzyme-free wells. activation factor at 10 µM. 330,000 compounds, 0.24% hits. AID 2805;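 active = activation factor of at least 2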; also: the source names both 10 and 20 µM as test concentration; values of inactives mirror those of a sister screen read the other way
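also added = chemiluminescent substrate CDP-Star | test system = mouse IAP enzyme | signal = chemiluminescence readout | compound = DMSO-dissolved test compounds | incubation = 30 min at room temperature | benchmarks = DMSO wells, no-enzyme wells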
MIN6 prolif – induces beta-cell replication in MIN6 cells | AID 2380 | proliferation, % at 10 µM | MIN6 cells proliferation, ATPlite luminescence, 48 h; cells starved in 0.2% serum; 100% = growth in 10% serum | 330,000 compounds, 0.29% hits;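 active = compounds whose signal lies at least 3.5 SD above the mean of all wells on their plate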;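 also: 0% = DMSO-treated cells in low-serum medium and 100% = 10% serum control; some compounds called inactive have numbers as strong as hits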
hIAP activ – increases human intestinal alkaline phosphatase activity; purified human IAP, CDP-Star luminescence, 30 min; stronger effect = higher value; 1 = vehicle-only enzyme, 0 = enzyme-free background; activation factor at 10 µM; P09923; 330,000 compounds, 0.16% hits;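 active = activation factor of the enzyme at least 2-fold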; also: the source names both 10 and 20 µM as test concentration; values of inactives mirror those of a sister screen read the other way
* marks the source's active call; other numbers are inactive results; / = not tested or not shown.

SMILES	A3A deaminase	hIAP block	mIAP inh	SENP1 FRET inh	APOBEC3G inh	NALP3 yeast inh	mIAP activ	MIN6 prolif	hIAP activ
Cc1cccc(N2CCN(C(=O)c3cccs3)CC2)c1C	-1	-12	-7	-5	-1	27	1.1	1	1.1
COC(=O)C1=C(C(=O)c2ccc(C)cc2)C(c2ccc(O)c(OC)c2)n2nnnc2N1 (stereo not given)	-4	1	6	28	-7	7	0.94	-2	0.99
O=C(c1ccccn1)N1N=C2/C(=C/c3ccc(F)cc3)CCCC2C1c1ccc(F)cc1 (stereo not given)	3	-14	17	2	5	2	0.83	0	1.1
CC(C)C1Oc2ccccc2N(CC(=O)N2CCOCC2)C1=O (stereo not given)	-2	10	3	2	-13	7	0.97	-4	0.9
C/C(=N\NC(=O)c1cc(-c2ccc(C)s2)[nH]n1)c1ccncc1	2	-24	7	1	9	17	0.93	1	1.2
CC(C)=NNc1cc([N+](=O)[O-])cc2c1C(=O)N(C)S2=O (stereo not given)	1	16	5	0	-6	11	0.95	-2	0.83
CC(=O)Nc1sc2c(c1CN1CCN(c3ccccn3)CC1)CCCC2	-2	13	16	1	-9	10	0.84	-1	0.87
COc1cc(NC(=O)c2cccc(C)c2)c(OC)cc1NC(=O)CN1CCCCC1	1	8	3	0	-1	27	0.97	4	0.92
COc1ccc(C2=NOC3(CC(=O)N(c4ccc(F)cc4)C3=O)C2)c(OC)c1 (stereo not given)	5	-13	-1	3	3	-12	1	-2	1.1
CCN(C(=O)COC(=O)c1cccc(-n2cnnn2)c1)C1CCCCC1	3	-11	-1	1	-11	-4	1	2	1.1
CN(c1ccccc1)S(=O)(=O)c1cc(C(=O)N2CCN(c3ccccn3)CC2)ccc1Cl	-3	-18	-8	-2	-4	-7	1.1	-4	1.2
Cc1nn(Cc2ccc(C(=O)NC3CCCCC3)o2)c(C)c1Br	-4	8	-2	1	-8	31	1	-4	0.92
O=c1nc(C(F)(F)F)nc2ccccn12	2	0	0	-1	-1	11	1	-3	1
O=C(NNc1nc2ccccc2s1)Nc1ccccc1	-1	-17	3	-1	-5	19	0.97	1	1.2
COc1cccc(CNC(=O)c2ccccc2NC(=O)C2=C(C)OCCS2)c1OC	-3	-21	2	-2	0	13	0.98	-1	1.2
Cc1ccc(C(=O)N2N=C(c3ccccc3O)CC2c2ccccc2)cc1 (stereo not given)	4	-28	-8	3	-5	13	1.1	1	1.3
CCOC(=O)Cc1ncccc1C(=O)Nc1ccc(OC)cc1	-1	14	2	24	-3	10	0.98	-4	0.86
COc1cc2c(cc1OC)[C@@H](NC(=O)c1ccc(C(F)(F)F)cc1)[C@H](OCc1ccccc1)C2	3	/	-8	-1	-3	/	1.2	/	/
C=CCn1c(C)cc(C(=O)CN2C(=O)NC3(CCCc4ccccc43)C2=O)c1C (stereo not given)	-2	-6	-3	2	-3	9	1	0	1.1
CCN(CC)S(=O)(=O)c1ccc(-n2c(=O)c(C(C)C)c(C)n2C)cc1	5	-5	-5	-2	-1	2	1	-2	1

Part of the list above, bar-delimited:
structure | A3A deaminase | hIAP block | mIAP inh | SENP1 FRET inh | APOBEC3G inh | NALP3 yeast inh | mIAP activ | MIN6 prolif | hIAP activ
O=C(c1ccccn1)N1N=C2/C(=C/c3ccc(F)cc3)CCCC2C1c1ccc(F)cc1 (stereo not given) | 3 | -14 | 17 | 2 | 5 | 2 | 0.83 | 0 | 1.1
CC(C)C1Oc2ccccc2N(CC(=O)N2CCOCC2)C1=O (stereo not given) | -2 | 10 | 3 | 2 | -13 | 7 | 0.97 | -4 | 0.9
C/C(=N\NC(=O)c1cc(-c2ccc(C)s2)[nH]n1)c1ccncc1 | 2 | -24 | 7 | 1 | 9 | 17 | 0.93 | 1 | 1.2
CC(C)=NNc1cc([N+](=O)[O-])cc2c1C(=O)N(C)S2=O (stereo not given) | 1 | 16 | 5 | 0 | -6 | 11 | 0.95 | -2 | 0.83
CC(=O)Nc1sc2c(c1CN1CCN(c3ccccn3)CC1)CCCC2 | -2 | 13 | 16 | 1 | -9 | 10 | 0.84 | -1 | 0.87
COc1cc(NC(=O)c2cccc(C)c2)c(OC)cc1NC(=O)CN1CCCCC1 | 1 | 8 | 3 | 0 | -1 | 27 | 0.97 | 4 | 0.92
COc1ccc(C2=NOC3(CC(=O)N(c4ccc(F)cc4)C3=O)C2)c(OC)c1 (stereo not given) | 5 | -13 | -1 | 3 | 3 | -12 | 1 | -2 | 1.1
CCN(C(=O)COC(=O)c1cccc(-n2cnnn2)c1)C1CCCCC1 | 3 | -11 | -1 | 1 | -11 | -4 | 1 | 2 | 1.1
CN(c1ccccc1)S(=O)(=O)c1cc(C(=O)N2CCN(c3ccccn3)CC2)ccc1Cl | -3 | -18 | -8 | -2 | -4 | -7 | 1.1 | -4 | 1.2
Cc1nn(Cc2ccc(C(=O)NC3CCCCC3)o2)c(C)c1Br | -4 | 8 | -2 | 1 | -8 | 31 | 1 | -4 | 0.92
O=c1nc(C(F)(F)F)nc2ccccn12 | 2 | 0 | 0 | -1 | -1 | 11 | 1 | -3 | 1
O=C(NNc1nc2ccccc2s1)Nc1ccccc1 | -1 | -17 | 3 | -1 | -5 | 19 | 0.97 | 1 | 1.2
COc1cccc(CNC(=O)c2ccccc2NC(=O)C2=C(C)OCCS2)c1OC | -3 | -21 | 2 | -2 | 0 | 13 | 0.98 | -1 | 1.2

The listing continues.
SMILES	A3A deaminase	hIAP block	mIAP inh	SENP1 FRET inh	APOBEC3G inh	NALP3 yeast inh	mIAP activ	MIN6 prolif	hIAP activ
Cc1ccc(NC(=O)C2(S(=O)(=O)c3ccc(Cl)cc3)CC2)c(Br)c1	-4	10	1	1	-8	3	0.99	-3	0.9
Cc1ccccc1NC(=O)Cc1nc(COC(=O)c2ccc(O)cc2O)cs1	1	-8	-6	-7	-5	2	1.1	0	1.1
Cc1ccc(C(=O)c2c3ccccc3[n+]([O-])n2CCC(=O)O)cc1	0	4	-6	0	0	-3	1.1	-3	0.96
CCOC(=O)C1CCCN(Cc2ccc3c(c2)OCO3)C1 (stereo not given)	-1	5	-1	-1	-6	27	1	-2	0.95
CCSc1nnc(NC(=O)CSc2nnc(Cc3cccn3C)n2-c2ccc(C)cc2)s1	-1	9	10	0	-2	3	0.9	-1	0.91
Cn1nc(C(F)(F)F)cc1C(=O)Nc1ccc(Cl)cc1	-4	5	-5	-1	-6	10	1.1	-1	0.95
O=C(NCc1ccco1)c1ccc(Cn2c(=O)c3ccccc3n(Cc3cccc(F)c3)c2=O)cc1	-3	-33	-8	2	-6	6	1.1	-3	1.3
Cc1cccc2cc(CN(Cc3ccc(F)cc3)C(=O)N3CCOCC3)c3nnnn3c12	-2	14	2	-1	-6	-1	0.98	-1	0.85
C=CCn1c(O)c(C(CC)=NCCN2CCOCC2)c(=O)[nH]c1=O	-4	-6	2	-3	-5	35	0.98	0	1.1
O=C(NNc1c2ccccc2nc2ccccc12)c1ccc(Cl)cc1	2	20	20	-32	0	21	0.8	-7	0.8
CN1CCN(c2nc(-c3ccccc3Cl)nc3ccccc23)CC1	-4	4	2	1	-8	20	0.97	-1	0.96
O=C(NCCCN1CCOCC1)c1cn(-c2ccccc2)nc1-c1ccc(Br)cc1	-1	16	-34	0	-3	23	1.3	-4	0.84
CN(CC(=O)OCC(=O)NC1CCCC1)S(=O)(=O)c1ccc(Cl)cc1	5	-14	1	2	9	19	0.99	-4	1.1
CC(C)(CO)CNC(=O)CCc1nnc(CCCc2ccccc2)o1	2	-8	3	3	-2	-1	0.97	-1	1.1
COC(=O)C(C)n1cnc2c(nnn2-c2cccc(Cl)c2)c1=O (stereo not given)	-1	9	1	-1	1	2	0.99	3	0.91
Cc1cc(C)c2c(CC(=O)NC3CCS(=O)(=O)C3)coc2c1 (stereo not given)	-4	-16	3	-2	-6	4	0.97	-3	1.2
Fc1ccc(NC(=S)N/N=C/c2cccc(Br)c2)c(F)c1	-4	-9	3	1	-6	11	0.97	-3	1.1
Cc1cc(Br)c(NC(=O)COC(=O)C2CC2C)c(Br)c1 (stereo not given)	-5	6	6	3	-9	-1	0.94	-1	0.94
Cc1ccc(CC2S/C(=N/N=C/c3ccco3)NC2=O)cc1 (stereo not given)	-7	0	-7	2	-11	7	1.1	-2	1
CC(C)N(C(=O)Cn1c(SCC(=O)Nc2nccs2)nc2ccccc21)C(C)C	1	-11	8	1	-4	15	0.92	-4	1.1
CCCCn1nc2cc(C(=O)NCC34CC5CC(CC(C5)C3)C4)ccc2c1OC	-5	-2	-2	2	-6	11	1	-3	1
CCC(=O)c1c[nH]c(C(=O)NCc2cccnc2)c1	0	8	-8	3	-7	11	1.1	-4	0.92
Cc1ccc(S(=O)(=O)N(C)C)cc1NC(=O)COC(=O)c1c(-c2ccccc2)noc1C	1	-6	5	-1	-6	2	0.95	-4	1.1
CCOC(=O)Cc1csc(NC(=O)c2cc3ccccc3o2)n1	0	5	12	1	-2	37	0.88	-3	0.95
O=C(O)CC1Sc2ccccc2NC1=O (stereo not given)	-2	10	10	0	0	-3	0.9	-2	0.9
CC(=O)Nc1ccc(S(=O)(=O)NC(CC(=O)O)c2ccc(C)cc2)cc1 (stereo not given)	-3	15	-1	-1	-7	2	1	-3	0.85
Cc1ccc(S(=O)(=O)N(Cc2ccc(F)cc2)Cc2ccco2)cc1	-2	22	-2	1	-8	1	1	-4	0.78
COc1cccc(/C=C(\C(=O)O)c2ccccc2)c1	2	0	8	1	-1	-14	0.92	-2	1
CN(C)CC(C)(C)CNS(=O)(=O)c1ccc(OC(F)(F)F)cc1	-7	-15	-7	2	-12	-4	1.1	-2	1.2
CCCSc1nnc(NC(=O)CSc2nc3[nH]c(=O)cc(O)c3s2)s1	3	-6	38	-9	7	6	0.62	-4	1.1
Cc1ccccc1C(=O)O/N=C(\N)c1cccc([N+](=O)[O-])c1	2	11	-2	0	-3	35	1	-5	0.89
Cc1cc(=O)n2[nH]nnc2n1	-1	12	3	0	-5	1	0.97	1	0.88
O=C1CCC/C=C\C[C@H](CC(=O)N(CCO)Cc2ccccc2)C(=O)N2CCC[C@@H]2CO1	1	-7	-3	1	-5	14	1	-4	1.1
COc1ccc(C(=O)O/N=C(/c2ccccc2)c2ccncc2)cc1OC	-6	17	9	6	-17	19	0.91	3	0.83
Cc1ccccc1Nc1nc2ccccc2s1	-3	11	5	2	-12	25	0.95	0	0.89
O=C(CSc1nc(NS(=O)(=O)c2ccccc2)cc(=O)[nH]1)Nc1ccccc1C(F)(F)F	0	-6	13	3	-12	17	0.87	-1	1.1
CCOc1ccc(N2C(=O)CC(N3CCN(c4ccc(C(=O)c5ccncc5)cc4)CC3)C2=O)cc1 (stereo not given)	-6	-22	-17	3	-1	17	1.2	-2	1.2
O=C(CCCn1nnc(-c2cccnc2)n1)c1ccc(F)cc1	-2	-8	1	1	-6	22	0.99	0	1.1
O=C(c1cccc(Cl)c1)N1CCCC(c2ccc(Cl)cc2)=N1	0	2	-5	1	11	-10	1.1	-4	0.98
Cc1ccc(S(=O)(=O)Cc2ccc(C(=O)N3CCCCC3C)cc2)cc1 (stereo not given)	0	10	5	0	-4	8	0.95	1	0.9

This is a subset; rates above refer to the full screens.
